RmlCD inh mix: RmlC/RmlD inhibition, mixture screen; 0.39% of 110,000 active; inhibition, % at 5.5 µM; RmlC/RmlD coupled enzyme inhibition, 384-well mixture HTS; in the data active = inhibition above about 30%, passing the limit was not always enough; note: strong numbers were not always called active
RT RNaseH block: inhibitors of HIV-1 reverse transcriptase RNase H. AID 565. P04585. RT-RNase H RNA/DNA duplex cleavage, fluorescence. 1.9% of 65,000 active. inhibition, % at 10 µM; in the data active = inhibition above about 50%
* = called active by the depositor; . = not tested or not shown; & = joins results of further samples. An excerpt; rates above refer to the full screens.

SMILES	RmlCD inh mix	RT RNaseH block
Cc1ccc(/C=C/C(=O)Nc2ccc([N+](=O)[O-])cc2)o1	14	.
O=C1C2C3C=CC(C3)C2C(=O)N1c1cccnc1 (configuration not stated)	6	.
CC(C)N1CC=C(c2c[nH]c3ccccc23)CC1	12	-25
COc1cnc(SCC(=O)O)[nH]c1=O	-13	.
O=C(Cc1ccccc1)NC(=S)Nc1cccc(C(F)(F)F)c1	8	.
CCc1cc(=O)oc2cc(OCC(=O)N3CCc4ccccc43)ccc12	.	-3
O=C(CCc1ccccc1)c1ccc2c(c1)OCCCO2	-6	.
CC1(C)CC(C)(c2ccc(O)cc2O)N(c2ccc3ccccc3c2)C(=S)N1 (configuration not stated)	7	.
CC1CCN(S(=O)(=O)c2ccc(S(=O)(=O)NCc3ccccc3)cc2)CC1	6	.
CCOc1ccc(OCC)c(NC(=O)CNS(=O)(=O)c2cccs2)c1	11	4
CCCCc1cc(=O)oc2cc(OCC(=O)N(CC)CC)c(Cl)cc12	3	-4
Cc1ccc(C(C)C)cc1OCCOCCN1CCCC1	-10	.
Cc1ccc(C(=O)n2c3ccccc3c3ccccc32)cc1	-9	.
CCCCCCCOC(=O)c1ccc(OC(=O)c2cccnc2)cc1	-15	.
O=C(NCCO)c1ccc2[nH]c3ccccc3c2c1	14	.
COc1cc2nc(N3CCN(C(=O)c4ccco4)CC3)nc(N)c2cc1OC	-5&3	-22
COC(=O)[C@@]1(Cc2ccc(F)cc2)[C@H]2c3cc(C(=O)N(C)C)n(Cc4c(CO)[nH]cc(C)c4=O)c3C[C@H]2CN1C(=O)c1ccccc1	14	.
Cc1cc(=O)n2nc(-c3ccccc3)sc2n1	10	9
O=C(NC1CCCC1)C1c2ccccc2C(=O)N1CCCN1CCOCC1 (configuration not stated)	.	0
CC(C)[C@H]1COCCS(=O)(=O)N1Cc1ccccc1	-10	.
O=C(Cn1cc(C(=O)c2ccccc2F)c2ccccc21)NCc1ccco1	11	-5
Cc1c2c(nc3c(C(=O)NC4CC4)cnn13)CCCC2	-195	-6
Cc1ccc(S(=O)(=O)Nc2cccc(-c3cn4ccsc4n3)c2)cc1	.	-35
CCc1ccc(N2CC(C(=O)Nc3ccc(C)c(S(=O)(=O)N4CCOCC4)c3)CC2=O)cc1 (configuration not stated)	-10	.
CCOC(=O)C1CCN(C(=O)CSCCSCC(=O)N2CCC(C(=O)OCC)CC2)CC1	10	-10
Nc1nonc1C(=O)NCCNS(=O)(=O)c1ccc(Br)cc1	-9	.
Cc1cc(OCCN2CCCC2)ccc1C(C)C	-9	0
CC(C)CCNC(=O)CN(Cc1ccc2c(c1)OCO2)C(=O)CCC(=O)Nc1ccccn1	4	0
Cc1ccccc1NC(=O)Cn1c(=O)n(C)c2ccccc21	9	-6
c1ccc2c(CCNC3=NCCC3)c[nH]c2c1	8	-12

Of the compounds above, three contain fluorine.
SMILES	RmlCD inh mix	RT RNaseH block
O=C(Cc1ccccc1)NC(=S)Nc1cccc(C(F)(F)F)c1	8	.
COC(=O)[C@@]1(Cc2ccc(F)cc2)[C@H]2c3cc(C(=O)N(C)C)n(Cc4c(CO)[nH]cc(C)c4=O)c3C[C@H]2CN1C(=O)c1ccccc1	14	.
O=C(Cn1cc(C(=O)c2ccccc2F)c2ccccc21)NCc1ccco1	11	-5

Returning to the listing, repeating the 5 entries before the break.
SMILES	RmlCD inh mix	RT RNaseH block
Nc1nonc1C(=O)NCCNS(=O)(=O)c1ccc(Br)cc1	-9	.
Cc1cc(OCCN2CCCC2)ccc1C(C)C	-9	0
CC(C)CCNC(=O)CN(Cc1ccc2c(c1)OCO2)C(=O)CCC(=O)Nc1ccccn1	4	0
Cc1ccccc1NC(=O)Cn1c(=O)n(C)c2ccccc21	9	-6
c1ccc2c(CCNC3=NCCC3)c[nH]c2c1	8	-12
COc1ccc(NCc2nnc(SCC(=O)Nc3cccc(C)c3)o2)cc1	-8	-2
Cc1[nH]nc2oc(=O)c(CCO)c(C)c12	-7	.
Cc1ccc(-c2nc(=S)c3c(n2CCN2CCOCC2)CC(C)(C)OC3)cc1	-3	9
O=C(C1=C(O)C(=O)N(CCN2CCOCC2)C1c1ccccc1)c1cccs1 (configuration not stated)	-31	-10
CCOC(=O)c1ccc(NC(=O)CNC(=O)c2ccccc2)cc1	1	.
Fc1cccc(C2CC(c3cccc(Br)c3)Nc3nnnn32)c1 (configuration not stated)	-11	-11
Cc1ccc(NC(=O)Cn2c(CCC(=O)O)ccc2-c2cccs2)cc1	-1	.
CCOC(=O)NC1(C(F)(F)F)N=C(c2ccccc2)NC1=O (configuration not stated)	13	-5
C=C1CCN([C@H](C(=O)NCc2ccc(OC)cc2)C(C)C)S(=O)(=O)c2ccccc21	-5	.
COc1ccc(C2C(C#N)=C(N)N(Nc3ccccc3)C3=C2C(=O)CC(C)(C)C3)cc1C (configuration not stated)	-6	.
CCn1c(Cc2ccc(OC)cc2)nnc1SCC(=O)Nc1nc2ccccc2s1	-8	6
CC(=O)N[C@H]1[C@H]([C@H](O)[C@H](O)CO)OC(C(=O)O)=C[C@@H]1O	2	.
COc1ccc(CCNC(=O)CN2CCCc3ccccc32)cc1OC	-13	-7
CC1CN(C(=O)Cc2ccc(-c3ccccc3)cc2)CC(C)O1 (configuration not stated)	1	-16
Cc1ccccc1Cn1nc(C)c(NC(=O)c2noc3c2CC(C(C)(C)C)CC3)c1C (configuration not stated)	-18	-36
COc1c(-c2ccc(O)cc2)oc2cc(O)cc(O)c2c1=O	2	.
c1cncc(C2Nc3ccccc3-c3nc4ccccc4n32)c1 (configuration not stated)	1	-9
CCn1c(=O)c(=O)[nH]c2cc(C(=O)Nc3ccc(S(=O)(=O)N4CCCC4)cc3)ccc21	-30	29
COC(=O)[C@@H]1C[C@H]1[C@@H](NS(=O)(=O)c1ccccc1)c1ccccc1	4	.
CCOC(=O)c1cc(-c2ccc(C)cc2)n(CC(=O)NCc2ccco2)c1C	-9	58*
COc1cc(C)c(Br)cc1S(=O)(=O)NCc1ccccc1	10	.
CCCCCn1c(SCCOCC)nc2c1c(=O)[nH]c(=O)n2C	-9	-14
CC(C)C1NC(=S)N(Cc2ccccc2)C1=O (configuration not stated)	0	.
COc1cccc(-c2cc(C(=O)Nc3c(C)nn(Cc4ccccc4)c3C)no2)c1	1	-13
O=C(CN(C(=O)c1ccccc1Cl)C1CCCCC1)Nc1ccc(Cl)c([N+](=O)[O-])c1	6	.
O=C(Nc1nnc(SCc2ccc(F)cc2)s1)C1Cc2ccccc2CN1C(=O)c1ccco1 (configuration not stated)	12	.
O=C(CCC1CC(=O)Nc2ccccc21)NCc1ccc(F)cc1 (configuration not stated)	-12	.
O=C(NCc1ccco1)C12CC3CC(C1)CC(C(=O)NCc1ccco1)(C3)C2	5	5
CCOC(=O)CNC(=O)CN1CCCN(S(=O)(=O)c2ccc(Br)s2)CC1	.	-16
CN(C)[C@@H]1C(=O)C(C(N)=O)=C(O)[C@@]2(O)C(=O)C3=C(O)c4c(O)ccc(Cl)c4[C@@](C)(O)C3C[C@@H]12 (some centres not stated)	.	1
COc1cccc(-c2nnc(-c3ccc(C(F)(F)F)cc3)o2)c1OC	7	.
O=S(=O)(c1ccc2nc(COc3ccccc3)[nH]c2c1)N1CCOCC1	0	-8
CCc1nnc(NC(=O)CSc2nc3ccccc3o2)s1	-9	.
Cc1ccccc1CN1CCN(CC(=O)NCc2ccc3c(c2)OCO3)C1=O	10	-9
CCC(C)(C)n1nnnc1C(c1cc2cc3c(cc2[nH]c1=O)OCO3)N1CCN(C)CC1 (configuration not stated)	8	15
O=C(NCc1ccccn1)c1cc(-c2ccccc2Cl)on1	-11	.
O=C(Cn1ncc2c3ccccc3n(Cc3cccc(Cl)c3)c2c1=O)N1CCC2(CC1)OCCO2	5	8
COC(=O)C1=C(C)NC(C)=C(C(=O)OC)C1c1ccc2ccccc2n1	2	.
CCCCN(CC)Cc1ccc(CNC(=O)Nc2ccc(OCC)cc2)o1	2	.
CC(=O)c1ccccc1OCC(O)CN1CCN(C(c2ccccc2)c2ccccc2)CC1 (configuration not stated)	4	0
CCCCNc1oc(-c2ccc(OC)cc2)nc1S(=O)(=O)c1ccccc1	9	.
CC(NC(=O)Cn1cnc([N+](=O)[O-])n1)c1ccccc1 (configuration not stated)	-12	.
CCOC(=O)c1c(C)c(C(=O)Nc2ccccc2)c(C)n1CC	.	0
COC(=O)c1c(N)n(Cc2ccc(OC)cc2)c2nc3ccccc3nc12	-8	-4
Cc1ccc(Nc2nc(N)nc(CN3CCN(c4ccccc4)CC3)n2)cc1Cl	7	5
COc1ccc(CN=Cc2c(C(F)(F)F)[nH][nH]c2=O)cc1	1	.
O=C1CC(C(=O)N(CC2CCCO2)C(C(=O)NC2CCCCC2)c2ccncc2)CS1 (configuration not stated)	7	-11
O=S(=O)(NCc1ccncc1)c1ccc(S(=O)(=O)NCC2CCCO2)cc1 (configuration not stated)	-8	-7
O=C(NC1CCCCC1)C(c1ccncc1)N(CC1CCCO1)C(=O)C(F)(F)F (configuration not stated)	-9	-4
COCCCNC(=O)CN(c1cccc(Cl)c1C)S(C)(=O)=O	7	-11
C[C@H]1[C@H](C)CC[C@]2(C(=O)O)CC[C@]3(C)C(=CC[C@@H]4[C@@]5(C)CC[C@H](O)C(C)(C)[C@@H]5CC[C@]43C)[C@H]12	10	.
Cc1ccc2nc(NCC(=O)O)nc(-c3ccccc3)c2c1	-11	.
CCn1c(SCC(=O)c2ccccc2)nnc1-c1cnccn1	2	-6
Cc1nnc(NC(=O)CN2C(=O)c3ccccc3S2(=O)=O)s1	-13	-10
COC(C[C@H](O)C[C@@H](O)[C@@H](C)OCc1ccccc1)OC	8	.
CC1CCCCN1Cc1ccc(-c2nnn(CC(=O)NC3CCCCC3)n2)cc1 (configuration not stated)	15	.
CCc1ccccc1N(CC(=O)O)S(C)(=O)=O	11	0
CC1C(c2cccs2)=[N+]([O-])C(C)(C(=O)c2ccc(F)cc2)N1O (configuration not stated)	2	.
Cc1nc(-c2ccc(Cl)cc2)sc1C1(C)CC(c2ccccc2F)=NO1 (configuration not stated)	8	.
Cc1ccc2[nH]c3c(c2c1)CN(C(=O)CN1CCCc2ccccc21)CC3	-2	3
Later entries:
SMILES	RmlCD inh mix	RT RNaseH block
COc1ccccc1N1CCN(CC(=O)Nc2cc(C)nn2-c2nc(C)cc(C)n2)CC1	.	-9
COc1ccc(S(=O)(=O)N(CC(=O)NC(C)C)Cc2ccccc2)cc1	3	.
c1ccc(-c2noc(-c3ccncc3)n2)nc1	21	-14
O=C(CCc1nc2ccccc2[nH]1)Nc1ccccc1F	3	.
Cc1nc2c(ccc3nc(NC(=O)c4ccc5c(c4)OCCO5)sc32)s1	-25	-2
Brc1ccc(-c2nc(-c3cccnc3)no2)o1	-18	-23
CCOC(=O)c1ccc(N(C(=O)c2cnccn2)C(C(=O)NC2CCCCC2)c2cn(C)nc2C)cc1 (configuration not stated)	-8	.
COc1ccccc1-n1c(C)cc(C=O)c1C	-16	.
CCCC1(C(=O)OC)NC(c2ccco2)C2C(=O)N(c3ccc(C)cc3)C(=O)C21 (configuration not stated)	-15	-16
c1cc(-c2nnc3n2CCC3)[nH]n1	-11	-7
Cc1ccc(S(=O)(=O)N2CCCCC2)cc1C(=O)c1nccn1C	-16	-2
Cc1cccc2sc(NC(=O)CN(C)S(=O)(=O)c3cccs3)nc12	-11	9
c1ccc(-c2nccc(-c3ccc(-n4cnc5ccccc54)cc3)n2)nc1	-14	.
CN(C)c1ccc(-c2n(C)c3ccccc3[n+]2C)cc1	-3	.
CCOC(=O)COn1c(=O)c(C)[n+]([O-])c2ccccc21	4	.
COC(=O)c1ccc(COC(=O)CCc2nc(-c3ccccc3)c(-c3ccccc3)o2)cc1	2	.
COc1ccc(NC(=O)C2CCCN(S(=O)(=O)c3cccc4nonc34)C2)cc1 (configuration not stated)	4	.
COc1ccc(N2CCN(C(=O)Cn3c(=O)[nH]c4ccsc4c3=O)CC2)cc1	5	-8
O=c1nc(N2CCOCC2)ccn1Cc1ccc(Br)cc1	8	-7
COc1c2c(nc3occc13)C(CC=C(C)C)(OC)C(OC(C)=O)CC2 (configuration not stated)	14	.
COC(=O)C1(C)NC(c2cccs2)C2C(=O)N(c3ccccc3F)C(=O)C21 (configuration not stated)	-79	-5
O=C(CN1CCN(c2ccc(Cl)cc2)CC1)c1ccc2c(c1)OCO2	7	8
CCC1CCCCN1Cc1ccc(OC)c(C)c1 (configuration not stated)	-1	.
Cc1cccc(/N=C/c2c(O)cc(C)oc2=O)n1	2	-7
CN(C)CCNC(=O)c1ccccc1-c1ccccc1	-14	-3
OC1(c2ccc(Br)cc2)CCNCC1	-10	-4
CC1Cc2nc(SCC(=O)Nc3nccs3)n(C)c(=O)c2S1 (configuration not stated)	-4	-19
COc1ccccc1CNC(=O)c1nn(-c2ccc(C)cc2)c(=O)c2c1c1ccccc1n2C	-21	.
O=C(CSc1ncnc2c1cnn2CCc1ccccc1)Nc1ccc(F)cc1	-13	.
Cc1ccc(NC(=O)CCc2ccc(S(=O)(=O)N3CCOCC3)cc2)c(C)c1	-15	.
CCC1=C2CC[C@H]3C(=O)N(c4ccccc4)C(=O)[C@H]3[C@H]2[C@@]2(C)C(=NCC(=O)OC)OC(=O)N2C1=O	-10	.
CCOc1c2ccc(C(=O)NCc3ccc(OC(F)(F)F)cc3)cc2nn1CC	-53	.

Profiles, looked up by structure. Order of values: RmlCD inh mix | RT RNaseH block
`COC(=O)C1(C)NC(c2cccs2)C2C(=O)N(c3ccccc3F)C(=O)C21` (configuration not stated) as listed: -79 | -5
`O=c1nc(N2CCOCC2)ccn1Cc1ccc(Br)cc1` as listed: 8 | -7
`O=C(CN1CCN(c2ccc(Cl)cc2)CC1)c1ccc2c(c1)OCO2` as listed: 7 | 8
`COc1c2c(nc3occc13)C(CC=C(C)C)(OC)C(OC(C)=O)CC2` (configuration not stated) as listed: 14 | .
`COc1ccc(NC(=O)C2CCCN(S(=O)(=O)c3cccc4nonc34)C2)cc1` (configuration not stated) as listed: 4 | .

Screens from PubChem.
